H37Rv inhibition – M. tuberculosis growth inhibition, HTS (AID 449762). M. tuberculosis H37Rv growth inhibition, 7H9 media; higher % means a stronger effect. inhibition, % at 25 µM; hits with a dose series show IC50 in µM. 330,000 tested, 0.59% active; in the data active means a potency from the dose series; inconclusive means inhibition above about 70% without an active follow-up result;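 further: bacterial growth assessed after seven days of incubation; strong numbers were not always called active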
influenza NS1A – H1N1 influenza NS1A inhibitors, functional cell based assay (AID 504329). NS1A functional cell-based assay, percent inhibition; higher % means a stronger effect. inhibition, % at 12.5 µM, or IC50 in µM where a hit was titrated. 340,000 tested, 0.3% active; in the data active means a potency from the dose series; inconclusive means inhibition above about 27% without an active follow-up result; further: strong numbers were not always called active
Salmonella PhoP GFP – Inhibition of PhoP regulon, Salmonella typhi GFP reporter cells, confirmation, 4 h (AID 1850); Salmonella Typhi PhoP-promoter GFP reporter, fluorescence, 4 h; higher % means a stronger effect; one-dose inhibition, % at 50 µM; IC50 in µM for titrated hits; 310,000 tested, 0.33% active; in the data active means a potency from the dose series; inconclusive means inhibition mostly from about 25% at the one dose, without a potency; inactive means the rest, 99 in 100 with inhibition below about 19%;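 further: 0% = induced wells with vehicle and 100% = uninduced wells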
inhibitors of VEEV – inhibitors of VEEV TC-83 cytopathic effect, confirmation, Vero cells (AID 588727); Vero cells, VEEV TC-83 cytopathic effect inhibition; higher % means a stronger effect; inhibition, % at 20 µM, or IC50 in µM where a hit was titrated; 350,000 tested, 0.13% active; in the data active means a potency from the dose series; inconclusive means inhibition mostly from about 14% at the one dose, without a potency; inactive means the rest, 99 in 100 with inhibition below about 12%; further: strong numbers were not always called active
M. tuberculosis – growth inhibition of non-replicating M. tuberculosis (AID 488890) | Mycobacterium tuberculosis non-replicating, growth inhibition; higher % means a stronger effect | inhibition, % at 25 µM, or IC50 in µM where a hit was titrated | 320,000 tested, 0.39% active; in the data active means a potency from the dose series; inconclusive means inhibition mostly from about 82% at the one dose, without a potency; inactive means the rest, 99 in 100 with inhibition below about 76%;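 further: plate controls were DMSO cells for no effect and high antibiotic wells for full effect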
* marks the source's active call; other numbers are inactive results. Rows were taken by chance; overall some 1.5% were active at least once.

For COc1ccc(N=Cc2ccc(-c3ccccc3)o2)cc1 the results were H37Rv inhibition inconclusive, influenza NS1A -7%, Salmonella PhoP GFP 2%, inhibitors of VEEV 1.2% and M. tuberculosis 64%.
`COc1ccc(/C=C2\SC(=O)N(CCNC(=O)C3CC4C=CC3C4)C2=O)cc1` (centres undefined) gave H37Rv inhibition -1%, influenza NS1A 7%, Salmonella PhoP GFP -10%, inhibitors of VEEV 0.1% and M. tuberculosis 24%.
Screening Cc1c(C(=O)C(C)C)n(C)c2ccccc12 returned H37Rv inhibition -9%, influenza NS1A -8%, Salmonella PhoP GFP -4%, inhibitors of VEEV inactive and M. tuberculosis -9%.
O=C(CSc1nncn1-c1ccccc1)N1CCCC1 was read as H37Rv inhibition -4%, influenza NS1A 6%, Salmonella PhoP GFP 10%, inhibitors of VEEV 1.6% and M. tuberculosis 1%.
Screening Cc1cccc(S(=O)(=O)Nc2ccc(-c3cn4ccccc4n3)cc2)c1 returned H37Rv inhibition 3%, influenza NS1A 5%, Salmonella PhoP GFP -5%, inhibitors of VEEV 0.9% and M. tuberculosis -3%.
`CC(=O)c1cccc(NC(=O)C(C)OC(=O)Cc2c[nH]c3ccccc23)c1` (centres undefined) gave H37Rv inhibition -3%, influenza NS1A -9%, Salmonella PhoP GFP 8%, inhibitors of VEEV 2.4% and M. tuberculosis 0%.
`CN(Cc1ccccc1)C(=O)c1nn2cccnc2c1Cl` gave H37Rv inhibition 5%, influenza NS1A -9%, Salmonella PhoP GFP -11%, inhibitors of VEEV 2.9% and M. tuberculosis -3%.
`Cn1c(CNC(=O)C2CCCCC2)cc2ccccc21` gave H37Rv inhibition -3%, influenza NS1A 25%, Salmonella PhoP GFP -3%, inhibitors of VEEV inactive and M. tuberculosis 5%.
Screening COc1cccc(-c2nc(CS(=O)(=O)CC(=O)NCCN3CCOCC3)c(C)o2)c1 returned H37Rv inhibition -2%, influenza NS1A -2%, Salmonella PhoP GFP -5%, inhibitors of VEEV inactive and M. tuberculosis 4%.
Oc1ccc(-c2nc(=S)[nH][nH]2)cc1 was read as H37Rv inhibition 1%, influenza NS1A 7%, Salmonella PhoP GFP -5%, inhibitors of VEEV 1.4% and M. tuberculosis -11%.
Screening O=C(CCC(=O)OCC(=O)c1ccc([N+](=O)[O-])cc1)Nc1ccccc1Cl returned H37Rv inhibition -12%, influenza NS1A -9%, Salmonella PhoP GFP -5%, inhibitors of VEEV inactive and M. tuberculosis 20%.
Screening CCCCCCOc1ccc(C(CC(N)=O)C(=O)O)cc1 (centres undefined) returned H37Rv inhibition -2%, influenza NS1A -3%, Salmonella PhoP GFP -7%, inhibitors of VEEV 1.1% and M. tuberculosis 1%.
O=C(NC(=S)Nc1ccc(Cl)c(C(=O)O)c1)c1cccc(COc2ccccc2)c1 was read as H37Rv inhibition 52%, influenza NS1A 17%, Salmonella PhoP GFP -2%, inhibitors of VEEV 1.9% and M. tuberculosis inconclusive.
`CCOC(=O)c1cc2occc2n1CC(=O)N1CCN(C(=O)c2ccco2)CC1` gave H37Rv inhibition -2%, influenza NS1A 0%, Salmonella PhoP GFP -6%, inhibitors of VEEV inactive and M. tuberculosis -4%.
For O=C(COc1ccc2ccccc2c1)NNC(=O)c1cnccn1 the results were H37Rv inhibition 35%, influenza NS1A -2%, Salmonella PhoP GFP -2%, inhibitors of VEEV 0.8% and M. tuberculosis inconclusive.
`COC(=O)C1OC1c1cc([N+](=O)[O-])ccc1OC` (centres undefined) gave influenza NS1A -12% and inhibitors of VEEV 0.3%.
`CC1Cc2cc(/C(O)=C3/C(=O)C(=O)N(CCN4CCOCC4)C3c3ccc([N+](=O)[O-])cc3)ccc2O1` (centres undefined) gave H37Rv inhibition -2%, influenza NS1A -3%, Salmonella PhoP GFP -4%, inhibitors of VEEV 1.0% and M. tuberculosis 1%.
For CCC(CC)C(=O)c1c[nH]c(C(=O)NCc2cccnc2)c1 the results were H37Rv inhibition 6%, influenza NS1A 1%, Salmonella PhoP GFP 3%, inhibitors of VEEV 0.6% and M. tuberculosis -3%.
`O=C(c1cccc([N+](=O)[O-])c1)N1CCN(c2ccccn2)CC1` gave H37Rv inhibition 5%, influenza NS1A -2%, Salmonella PhoP GFP 11%, inhibitors of VEEV 1.2% and M. tuberculosis -5%.
`Cc1ccc(C(O)(C(=O)NNC(=O)CN2CCN(C)CC2)c2ccc(C)cc2)cc1` gave H37Rv inhibition -1%, influenza NS1A 1%, Salmonella PhoP GFP -5%, inhibitors of VEEV 0.1% and M. tuberculosis -16%.
O=C(O)Cc1ccc(N=Nc2c(O)c(C(=O)O)cc3ccccc23)cc1 was read as H37Rv inhibition 4%, influenza NS1A 46µM*, Salmonella PhoP GFP 8%, inhibitors of VEEV inactive and M. tuberculosis 27%.
For O=C1Nc2ccccc2C1Cc1ccccn1 (centres undefined) the results were H37Rv inhibition 5%, influenza NS1A -13%, Salmonella PhoP GFP -1%, inhibitors of VEEV 0.7% and M. tuberculosis 19%.
O=S(=O)(NCc1ccccc1)c1ccc(Cl)c(S(=O)(=O)NCc2ccccc2)c1 was read as H37Rv inhibition -3%, influenza NS1A -2%, Salmonella PhoP GFP -1%, inhibitors of VEEV 0.2% and M. tuberculosis 15%.
`CCOc1ccc(CN2C(=O)c3ccccc3C2=O)cc1C(=O)N1CCC(C(N)=O)CC1` gave H37Rv inhibition 6%, influenza NS1A 5%, Salmonella PhoP GFP 0%, inhibitors of VEEV 0.8% and M. tuberculosis 7%.
Screening Cc1cc(=O)oc2cc(OCC(=O)N/N=C/c3ccccc3[N+](=O)[O-])ccc12 returned H37Rv inhibition 4%, influenza NS1A 10%, Salmonella PhoP GFP 0%, inhibitors of VEEV 0.3% and M. tuberculosis -2%.
`O=C(Nc1nnc(-c2ccc(Cl)cc2)o1)c1nc2ccccc2s1` gave H37Rv inhibition inconclusive, influenza NS1A -15%, Salmonella PhoP GFP -9%, inhibitors of VEEV 7.1% and M. tuberculosis 0.25µM*.
`Cc1c(CC(=O)N[C@H](C(=O)O)C(C)C)c(=O)oc2cc3c(cc12)CCC(C)(C)O3` gave H37Rv inhibition -5%, influenza NS1A -13%, Salmonella PhoP GFP 2%, inhibitors of VEEV 0.7% and M. tuberculosis -5%.
O=C(Nc1ccccc1)c1ccc(-c2ccc([N+](=O)[O-])cc2)o1 was read as H37Rv inhibition inconclusive, influenza NS1A 0%, Salmonella PhoP GFP -5%, inhibitors of VEEV 1.9% and M. tuberculosis inconclusive.
Screening Cc1cc(OCc2cc(C(=O)NC3CCC3)no2)cc(C)c1Cl returned H37Rv inhibition 3%, influenza NS1A -5%, Salmonella PhoP GFP 1%, inhibitors of VEEV 2.3% and M. tuberculosis 21%.
Screening C/C(=N/O)c1cccc(N2Cc3ccccc3C2)c1 returned H37Rv inhibition 0%, influenza NS1A 2%, Salmonella PhoP GFP 4%, inhibitors of VEEV 1.8% and M. tuberculosis 30%.
`O=C(c1cc2nc(-c3ccco3)cc(C(F)(F)F)n2n1)N1CCc2ccccc2C1` gave H37Rv inhibition -5%, influenza NS1A -12%, Salmonella PhoP GFP 8%, inhibitors of VEEV 7.8% and M. tuberculosis 2%.
`O=c1c2ccccc2nc(SCc2ccccc2F)n1C1CCCC1` gave H37Rv inhibition -1%, influenza NS1A -19%, Salmonella PhoP GFP 2%, inhibitors of VEEV inactive and M. tuberculosis 3%.
Screening CCOC(=O)c1nn(-c2ccc(C)cc2)c(=O)c2c(N)scc12 returned H37Rv inhibition 8%, influenza NS1A 20%, Salmonella PhoP GFP 0%, inhibitors of VEEV 2.4% and M. tuberculosis 26%.
For O=C(O)CC(NS(=O)(=O)c1ccc(Br)cc1)c1ccco1 (centres undefined) the results were H37Rv inhibition -18%, influenza NS1A 2%, Salmonella PhoP GFP -9%, inhibitors of VEEV 1.9% and M. tuberculosis -16%.
Screening CCCCn1c(N)c(N(CC)C(=O)C2=NN(c3ccccc3)C(=O)CC2)c(=O)[nH]c1=O returned H37Rv inhibition -5%, influenza NS1A -12%, inhibitors of VEEV 1.5% and M. tuberculosis -4%.
Screening O=C(CN1C(=O)NC2(CCCC2)C1=O)Nc1cc(C(F)(F)F)ccc1N1CCOCC1 returned H37Rv inhibition -8%, influenza NS1A 1%, inhibitors of VEEV 1.2% and M. tuberculosis 9%.
Screening O=C(OCc1nnc(-c2ccc([N+](=O)[O-])cc2)o1)C1CC(=O)N(CCc2ccccc2)C1 (centres undefined) returned H37Rv inhibition -4%, influenza NS1A -1%, inhibitors of VEEV 6.0% and M. tuberculosis 9%.
Screening CCOc1ccccc1NC(=O)Cn1ncc2ccc([N+](=O)[O-])cc21 returned H37Rv inhibition 9%, influenza NS1A 6%, Salmonella PhoP GFP -5%, inhibitors of VEEV 1.4% and M. tuberculosis 8%.
`CCn1cc(C(=O)NCC(OC)OC)c(=O)c2cc(S(=O)(=O)N3CCOCC3)ccc21` gave H37Rv inhibition 8%, influenza NS1A -4%, Salmonella PhoP GFP -9%, inhibitors of VEEV 0.3% and M. tuberculosis -12%.
For CCOC(=O)c1cc(-c2ccc(OC)cc2F)nc2c1c(C)nn2CCC#N the results were H37Rv inhibition -5%, influenza NS1A -2%, Salmonella PhoP GFP -4%, inhibitors of VEEV 3.2% and M. tuberculosis 15%.

Molecules listed so far with a CF3 group (two):
`O=C(c1cc2nc(-c3ccco3)cc(C(F)(F)F)n2n1)N1CCc2ccccc2C1` gave H37Rv inhibition -5%, influenza NS1A -12%, Salmonella PhoP GFP 8%, inhibitors of VEEV 7.8% and M. tuberculosis 2%.
Screening O=C(CN1C(=O)NC2(CCCC2)C1=O)Nc1cc(C(F)(F)F)ccc1N1CCOCC1 returned H37Rv inhibition -8%, influenza NS1A 1%, inhibitors of VEEV 1.2% and M. tuberculosis 9%.

The listing picks up, starting 3 compounds before the break.
Screening CCOc1ccccc1NC(=O)Cn1ncc2ccc([N+](=O)[O-])cc21 returned H37Rv inhibition 9%, influenza NS1A 6%, Salmonella PhoP GFP -5%, inhibitors of VEEV 1.4% and M. tuberculosis 8%.
`CCn1cc(C(=O)NCC(OC)OC)c(=O)c2cc(S(=O)(=O)N3CCOCC3)ccc21` gave H37Rv inhibition 8%, influenza NS1A -4%, Salmonella PhoP GFP -9%, inhibitors of VEEV 0.3% and M. tuberculosis -12%.
For CCOC(=O)c1cc(-c2ccc(OC)cc2F)nc2c1c(C)nn2CCC#N the results were H37Rv inhibition -5%, influenza NS1A -2%, Salmonella PhoP GFP -4%, inhibitors of VEEV 3.2% and M. tuberculosis 15%.
`O=C(CSCc1ccc(Cl)cc1)NCCSCc1ccco1` gave H37Rv inhibition -6%, influenza NS1A 0%, Salmonella PhoP GFP 8%, inhibitors of VEEV 0.7% and M. tuberculosis inconclusive.
Screening CCOc1ccc(NC(=O)c2nn(-c3ccc(OC)cc3OC)c(=O)c3ccccc23)cc1 returned H37Rv inhibition -4%, Salmonella PhoP GFP -6% and M. tuberculosis -5%.
O=C(COc1cccc(NC(=O)c2ccco2)c1)c1ccccc1 was read as H37Rv inhibition -6%, influenza NS1A 14%, Salmonella PhoP GFP 2%, inhibitors of VEEV 6.5% and M. tuberculosis 7%.
Screening Oc1ccc(-c2nc3ccccc3nc2-c2ccc(O)cc2O)c(O)c1 returned influenza NS1A 11% and inhibitors of VEEV 6.9%.
Screening CN(NC(=O)NN)c1ncc(C(F)(F)F)cc1Cl returned H37Rv inhibition -12%, influenza NS1A 1%, Salmonella PhoP GFP -2%, inhibitors of VEEV 2.8% and M. tuberculosis 8%.
Screening Cc1ccc(CNc2ncnc(N)c2[N+](=O)[O-])cc1 returned H37Rv inhibition -11%, influenza NS1A -5%, Salmonella PhoP GFP 0%, inhibitors of VEEV 3.2% and M. tuberculosis 0%.
Screening COc1ccc(NC(=O)c2ccc3ccccc3c2OC)cc1 returned H37Rv inhibition inconclusive, influenza NS1A -3%, Salmonella PhoP GFP 0%, inhibitors of VEEV 6.3% and M. tuberculosis 47%.
